Assay outcomes: PubChem BioAssay, Broad Institute
IDH1 R132H inh = inhibitors of IDH1 R132H reductase, primary screen, biochemical, plate reader, single point | diaphorase/resazurin fluorescence, 60 min | inhibition, % at 10 µM | hit rate 0.18% among 70,000; in the data active = inhibition above about 34%;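 note: 0% = DMSO and 100% = no enzyme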
PRC2 inh = EZH2/PRC2 methyltransferase inhibitors, primary screen, biochemical, DELFIA time-resolved fluorescence, single point; PRC2 H3K27 methylation, DELFIA TRF, 1 h; inhibition, % at 12.5 µM; hit rate 0.35% among 57,000; AID 651548, 2012;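 active = mean inhibition of replicates at least 50% and every single replicate also reaching 50%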;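 note: dimethyl H3K27 on biotinylated H3 21-44 peptide detected by antibody; plate controls were median neutral control wells for no effect and median positive control wells for full effect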
Target sequence (Q15910 whole entry, looked up): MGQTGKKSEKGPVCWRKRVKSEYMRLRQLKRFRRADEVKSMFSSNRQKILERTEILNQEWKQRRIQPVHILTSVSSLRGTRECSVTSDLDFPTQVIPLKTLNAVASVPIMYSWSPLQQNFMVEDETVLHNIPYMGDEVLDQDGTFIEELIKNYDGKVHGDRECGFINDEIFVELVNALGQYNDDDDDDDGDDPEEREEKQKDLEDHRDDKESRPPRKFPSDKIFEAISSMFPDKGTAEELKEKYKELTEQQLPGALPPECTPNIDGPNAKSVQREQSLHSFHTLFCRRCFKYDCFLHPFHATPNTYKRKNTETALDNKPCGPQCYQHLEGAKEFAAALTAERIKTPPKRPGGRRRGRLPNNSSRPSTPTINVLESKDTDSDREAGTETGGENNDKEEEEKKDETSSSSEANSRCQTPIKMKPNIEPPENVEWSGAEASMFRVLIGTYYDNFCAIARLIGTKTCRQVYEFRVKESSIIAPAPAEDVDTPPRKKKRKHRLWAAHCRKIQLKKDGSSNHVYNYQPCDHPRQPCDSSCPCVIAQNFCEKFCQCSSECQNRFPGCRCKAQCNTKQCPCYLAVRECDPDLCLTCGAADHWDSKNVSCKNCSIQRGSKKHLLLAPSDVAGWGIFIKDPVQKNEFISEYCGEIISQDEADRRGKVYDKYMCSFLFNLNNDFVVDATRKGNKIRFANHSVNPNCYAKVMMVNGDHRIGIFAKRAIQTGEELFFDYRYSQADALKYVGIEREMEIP
Numbers without * were called inactive; . = not tested or not shown; & = joins results of further samples. These rows are one share of the data; the hit share may differ from the screen's.

cpd	compound	PRC2 inh	IDH1 R132H inh
1	CCC(=O)Nc1ccc2c(c1)C(=O)N(C)C[C@@H](OC)[C@@H](C)CN(CC1CC1)[C@H](C)CO2	2	-0.3
2	CCc1ccccc1N(CC(=O)OC)S(C)(=O)=O	3	0.6
3	CCC(=O)N[C@H]1C=C[C@@H](CC(=O)NCc2ccccc2F)O[C@H]1CO	-17	0.1
4	COCC(=O)Nc1ccc2c(c1)[C@H]1C[C@H](CC(=O)NC3CCCCC3)O[C@@H](CO)[C@H]1O2	10	-0.5
5	CNC[C@H]1Oc2cc(C3=CCCC3)ccc2S(=O)(=O)N([C@H](C)CO)C[C@@H]1C	15	1.0
6	Cc1noc(C)c1S(=O)(=O)Nc1ccc2c(c1)CC(=O)N([C@H](C)CO)C[C@@H](C)[C@@H](CN(C)Cc1ccncc1)O2	.	5.2
7	O=C(Nc1ccccc1F)N[C@@H]1CC[C@H](CCNS(=O)(=O)c2ccc(F)cc2)O[C@@H]1CO	3	-0.7
8	COc1ccc(NC(=O)N[C@H]2CC[C@H](CC(=O)NC3CCCCC3)O[C@H]2CO)cc1	1	-0.3
9	O=C(C[C@H]1C[C@@H]2c3cc(NC(=O)Nc4ccccc4)ccc3O[C@@H]2[C@H](CO)O1)NCc1ccccc1	10	-0.3
10	CCC(=O)Nc1ccc2c(c1)OC[C@@H](C)N(C(=O)CC)C[C@H](C)[C@H](OC)CN(C)C2=O	3	0.3
11	O=C(Nc1cccc(Cl)c1)N[C@@H]1CC[C@@H](CCNC(=O)C2CCCCC2)O[C@@H]1CO	9	0.0
12	O=C(CSc1n[nH]c(-c2ccccc2Cl)n1)c1ccc(O)c(O)c1	-1	-0.5
13	O=C(Nc1ccccc1F)N[C@@H]1CC[C@H](CCNS(=O)(=O)c2ccc(F)cc2)O[C@H]1CO	8	-0.4
14	C[C@H](CO)N1C[C@H](C)[C@@H](CN(C)Cc2ccccc2)OCCCC[C@H](C)Oc2ccc(NS(C)(=O)=O)cc2C1=O	4	2.7
15	C[C@@H]1CN([C@@H](C)CO)C(=O)c2ccccc2-c2ccccc2CO[C@H]1CN(C)S(=O)(=O)c1ccccc1	9	.
16	COC(=O)CCCCC(=O)c1[nH]c(=O)[nH]c1C	34	-0.2
17	O=C(C[C@@H]1C[C@@H]2c3cc(NC(=O)Nc4ccccc4)ccc3O[C@@H]2[C@H](CO)O1)NCc1cccnc1	-16	-0.2
18	C[C@H](CO)N1C[C@H](C)[C@@H](CN(C)CC2CCCCC2)Oc2ccc(NS(=O)(=O)c3cccs3)cc2C1=O	-2	2.4
19	[N-]=[N+]=Nc1ccccc1C[C@@]1(C(=O)N2CCOCC2)N=C(c2ccc(OCCCO)cc2)O[C@@H]1c1ccccc1	-5	-0.1
20	NCC[C@H]1CC[C@@H](NC(=O)c2ccccc2F)[C@H](CO)O1	-1	0.0
21	CO[C@H]1CN(C)C(=O)c2cc(C#N)ccc2OC[C@@H]2O[C@@H](CC[C@H]2OC)CCN(C)C(=O)[C@H]1C	-2	0.1
22	C[C@H](CO)N1C[C@H](C)[C@H](CN(C)C)OCCCC[C@H](C)Oc2ccc(NC(=O)Nc3ccccc3)cc2C1=O	-13	0.1
23	Cc1ccc(S(=O)(=O)Nc2ccc3c(c2)C(=O)N([C@H](C)CO)C[C@H](C)[C@@H](CN(C)CC2CCCCC2)O3)cc1	4	-0.5
24	CO[C@H]1CN(C)C(=O)c2cc(NS(=O)(=O)CC(F)(F)F)ccc2OC[C@H](C)N(CCC(F)(F)F)C[C@@H]1C	1	0.2
25	COc1ccccc1NC(=O)Nc1ccc2c(c1)C(=O)N(C)C[C@@H](OC)[C@H](C)CN(Cc1ccccc1Cl)[C@H](C)CO2	-14	0.3
26	C[C@H](CO)N1C[C@H](C)[C@@H](CN(C)C(=O)NC2CCCCC2)OCCCC[C@H](C)Oc2ccc(NS(=O)(=O)c3ccc(F)cc3)cc2C1=O	.	-1.7
27	C[C@H]1CN([C@@H](C)CO)C(=O)c2cccc(NC(=O)C3CCOCC3)c2O[C@H]1CN(C)C(=O)Nc1ccc2c(c1)OCO2	-1	1.4
28	C[C@@H]1CN([C@@H](C)CO)C(=O)Cc2cc(NC(=O)CCCN(C)C)ccc2O[C@H]1CN(C)S(=O)(=O)c1ccccc1	-11	-0.3
29	C[C@@H]1CN([C@H](C)CO)S(=O)(=O)c2ccc(C3=CCCCC3)cc2O[C@@H]1CN(C)Cc1ccccc1	44	1.9
30	CO[C@H]1CN(C)C(=O)c2ccc(NC(=O)c3ccccc3)cc2OC[C@@H](C)N(CC2CC2)C[C@@H]1C	-1	0.1
31	COc1ccc(CN(C)C[C@H]2Oc3ccc(N(C)C)cc3CC(=O)N([C@H](C)CO)C[C@H]2C)cc1	-2	1.6
32	COc1ccc([N+](=O)[O-])cc1N(CC(=O)N1CCCCC1)S(C)(=O)=O	-4	-0.4
33	O=C(Nc1cccc(C(F)(F)F)c1)Nc1cc(Cl)ccc1C(=O)O	27	2.0
34	CCCc1cc(=O)oc2cc(OCC(=O)Nc3ccc4c(c3)OCCO4)ccc12	-4	0.0
35	CCC(=O)N(C)C[C@@H]1Oc2ncc(C#Cc3ccc(OC)cc3)cc2C(=O)N([C@@H](C)CO)C[C@H]1C	.	0.4
36	COc1ccc(NC(=O)N(C)C[C@@H]2OCCCC[C@H](C)Oc3ccc(NS(=O)(=O)c4cn(C)cn4)cc3C(=O)N([C@H](C)CO)C[C@H]2C)cc1	.	0.9
37	C[C@@H]1CN([C@@H](C)CO)C(=O)c2cc(NS(=O)(=O)c3cccs3)ccc2O[C@@H](C)CCCCO[C@@H]1CN(C)C	.	-2.0
38	C[C@@H]1CN([C@@H](C)CO)C(=O)c2cc(Br)cnc2O[C@@H]1CN(C)CC1CCOCC1	.	-0.3
39	Cc1ccc(-c2nnc(SCC(=O)Nc3ccc(Br)c(C)c3C)o2)cc1	-4	3.8
40	C[C@@H]1CN([C@H](C)CO)C(=O)c2cc(-c3ccc(F)cc3)cnc2O[C@@H]1CN(C)C(=O)C1CCC1	6	-0.4
41	C[C@@H]1CN([C@H](C)CO)C(=O)c2cc(NC(=O)CCCN(C)C)ccc2O[C@H]1CN(C)S(=O)(=O)c1cccs1	.	-0.2
42	CC(C)NC(=O)N(C)C[C@@H]1Oc2c(NS(=O)(=O)c3cccs3)cccc2C(=O)N([C@@H](C)CO)C[C@H]1C	.	1.7
43	C[C@@H]1CN([C@H](C)CO)C(=O)c2cc(NC(=O)Cc3ccccc3)ccc2O[C@@H]1CN(C)C(=O)Nc1ccc(F)cc1	.	0.2
44	O=C(/C=C/c1ccc(O)c(O)c1)OCCc1ccccc1	15&14	15&4.0&6.2
45	CN(C)C(=O)C[C@H]1CC[C@@H](NC(=O)NC2CCCCC2)[C@@H](CO)O1	4	0.1
46	Cc1cc(N(CC(=O)Nc2ccc(Cl)c(Cl)c2)S(C)(=O)=O)ccc1Br	16	0.3
47	Cc1ccc(-c2nc(Nc3ccccc3F)sc2C)cc1	32	-0.3
48	CC(C)(C)c1cn2c3ccccc3nc2n1CCCN1CCCCC1	7	0.0
49	C[C@@H]1CN([C@H](C)CO)C(=O)c2cc(-c3ccncc3)cnc2O[C@H]1CN(C)C(=O)c1ccncc1	18	.
50	COc1ccc(NC(=O)Nc2ccc3c(c2)C(=O)N([C@H](C)CO)C[C@H](C)[C@H](CN(C)S(=O)(=O)c2ccc(F)cc2)O3)cc1	.	0.7
51	C[C@@H]1CN([C@@H](C)CO)C(=O)Cc2cc(NC(=O)C3CC3)ccc2O[C@H]1CN(C)S(=O)(=O)c1cn(C)cn1	.	-0.5
52	O=C(Cc1ccccc1[N+](=O)[O-])Nc1ccccc1C(=O)N1CCOCC1	10	-0.1
53	COC(=O)CSc1nnc(C2COc3ccccc3O2)n1-c1ccccc1 (stereo not drawn)	-5	-0.1
54	C[C@H](CO)N1C[C@H](C)[C@H](CN(C)C(=O)C2CC2)Oc2cc(C#Cc3ccccn3)ccc2S1(=O)=O	-15	-0.7
55	C[C@@H]1CN([C@@H](C)CO)C(=O)c2cccc(NC(=O)Nc3ccc(F)cc3)c2O[C@@H]1CN(C)S(C)(=O)=O	-8	.
56	C[C@H](CO)N1C[C@H](C)[C@H](CN(C)Cc2ccncc2)Oc2c(NC(=O)NC3CCCCC3)cccc2C1=O	-9	1.6
57	C[C@@H]1CN([C@H](C)CO)C(=O)Cc2cc(N(C)C)ccc2O[C@@H]1CN(C)C(=O)Nc1cccc2ccccc12	8	.
58	COc1cccc(S(=O)(=O)N(C)C[C@@H]2Oc3ncc(Br)cc3C(=O)N([C@H](C)CO)C[C@@H]2C)c1	6	29
59	C[C@@H]1CN([C@H](C)CO)C(=O)Cc2cc(NS(C)(=O)=O)ccc2O[C@H]1CN(C)C(=O)Nc1ccc(C(F)(F)F)cc1	1	0.4
60	C[C@H]1CN([C@@H](C)CO)C(=O)c2cc(NS(=O)(=O)c3cn(C)cn3)ccc2O[C@@H]1CN(C)S(=O)(=O)c1cccs1	.	-0.1

Fetched one by one from above:
cpd	compound	PRC2 inh	IDH1 R132H inh
52	O=C(Cc1ccccc1[N+](=O)[O-])Nc1ccccc1C(=O)N1CCOCC1	10	-0.1
60	C[C@H]1CN([C@@H](C)CO)C(=O)c2cc(NS(=O)(=O)c3cn(C)cn3)ccc2O[C@@H]1CN(C)S(=O)(=O)c1cccs1	.	-0.1
57	C[C@@H]1CN([C@H](C)CO)C(=O)Cc2cc(N(C)C)ccc2O[C@@H]1CN(C)C(=O)Nc1cccc2ccccc12	8	.
59	C[C@@H]1CN([C@H](C)CO)C(=O)Cc2cc(NS(C)(=O)=O)ccc2O[C@H]1CN(C)C(=O)Nc1ccc(C(F)(F)F)cc1	1	0.4
51	C[C@@H]1CN([C@@H](C)CO)C(=O)Cc2cc(NC(=O)C3CC3)ccc2O[C@H]1CN(C)S(=O)(=O)c1cn(C)cn1	.	-0.5

As a working copy, part of the list above:
cpd	compound	PRC2 inh	IDH1 R132H inh
46	Cc1cc(N(CC(=O)Nc2ccc(Cl)c(Cl)c2)S(C)(=O)=O)ccc1Br	16	0.3
47	Cc1ccc(-c2nc(Nc3ccccc3F)sc2C)cc1	32	-0.3

Next section:
cpd	compound	PRC2 inh	IDH1 R132H inh
61	C[C@@H]1CN([C@H](C)CO)C(=O)CCCn2cc(nn2)CO[C@H]1CN(C)Cc1ccccc1	3	3.3
62	CC(C)NC(=O)N(C)C[C@@H]1OCc2cn(nn2)CCCC(=O)N([C@@H](C)CO)C[C@@H]1C	0	-1.8
63	COc1cc2c(cc1OC)[C@@H]1CC(=O)[C@@H](CC(C)C)CN1CC2	1	0.2
64	COc1ccccc1-c1ccc([C@H]2[C@@H](CO)N(C(=O)C3CCOCC3)[C@H]2C#N)cc1	.	-0.3
65	CO[C@H]1CN(C)C(=O)c2cc(NC(=O)c3cc(C)on3)ccc2OC[C@H](C)N(C(=O)C2CC2)C[C@@H]1C	-10	0.0
66	C[C@H]1CN([C@@H](C)CO)C(=O)Cc2cc(NS(=O)(=O)c3ccccc3)ccc2O[C@@H]1CN(C)S(=O)(=O)c1ccc(F)cc1	.	-2.6
67	CO[C@@H]1CN(C)C(=O)c2ccc(NC(=O)C3CC3)cc2OC[C@H](C)N(Cc2nccs2)C[C@@H]1C	20	0.0
68	COCC(=O)Nc1ccc2c(c1)[C@@H]1C[C@@H](CC(=O)NCCN3CCCCC3)O[C@@H](CO)[C@@H]1O2	-4	0.0
69	CO[C@H]1CN(C)C(=O)c2ccc(NC(=O)c3ccc(F)cc3)cc2OC[C@@H](C)N(C(=O)CN(C)C)C[C@@H]1C	-3	0.1
70	O=C(C[C@H]1C[C@H]2c3cc(NC(=O)NC4CCCCC4)ccc3O[C@H]2[C@H](CO)O1)NCc1ccccc1	2	0.4
71	COc1ccc(NC(=O)Nc2ccc3c(c2)[C@H]2C[C@H](CC(=O)NCCc4ccccc4)O[C@@H](CO)[C@H]2O3)cc1	7	-0.2
72	C[C@H](CO)N1C[C@H](C)[C@@H](CN(C)C(=O)Nc2ccc(C(F)(F)F)cc2)Oc2ccc(NC(=O)CCN3CCOCC3)cc2C1=O	.	2.8
73	C[C@H](CO)N1C[C@H](C)[C@H](CN(C)S(=O)(=O)c2ccc(F)cc2)Oc2ccc(NC(=O)CCN3CCOCC3)cc2CC1=O	-3	1.5
74	COC(=O)C[C@H]1C[C@@H]2c3cc(NC(=O)Nc4ccc(F)cc4)ccc3O[C@@H]2[C@@H](CO)O1	5	0.1
75	C[C@@H]1CN([C@@H](C)CO)C(=O)c2cccc(NC(=O)NC3CCCCC3)c2O[C@@H]1CN(C)Cc1ccc(C(=O)O)cc1	0	1.1
76	COc1ccc(S(=O)(=O)N(C)C[C@@H]2Oc3ccc(NC(=O)CCCCCC(=O)Nc4ccccc4N)cc3CC(=O)N([C@@H](C)CO)C[C@@H]2C)cc1	-4	4.4
77	C[C@@H]1CN([C@H](C)CO)C(=O)c2cc(NC(=O)CCN3CCOCC3)ccc2O[C@H]1CN(C)Cc1ccccc1	1	.
78	CO[C@@H]1[C@@H](OC(N)=O)[C@@H](O)C(Oc2ccc3c(O)c(NC(=O)c4ccc(O)c(CC=C(C)C)c4)c(=O)oc3c2C)OC1(C)C (stereo partly drawn)	.	1.2
79	CCCC#Cc1ccc2c(c1)O[C@H](CN(C)C(=O)CC)[C@H](C)CN([C@H](C)CO)S2(=O)=O	-4	0.9
80	Cc1cccc(S(=O)(=O)N[C@@H]2CC[C@@H](CCNC(=O)Nc3cc(F)ccc3F)O[C@H]2CO)c1	6	-0.2
81	c1ccc2oc(C3=NCCN3)cc2c1	-9	-0.4
82	CO[C@H]1O[C@H](CO)[C@@H](OC(=O)Nc2cccc(F)c2)[C@H](OC(=O)Nc2ccc3c(c2)OCO3)[C@@H]1OC(=O)Nc1ccc2c(c1)OCO2	-19	.
